CD11b adhes enh – enhancers of CD11b/CD18 adhesion to fibrinogen, primary screen, K562 cells, luminescence. 93,000 compounds, 0.07% hits. AID 1499, 2009. activation, % at 10 µM. ATPlite luminescence. Integrin beta-2 (Homo sapiens) + Integrin alpha-M (Homo sapiens), P05107+P11215;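 active = 10 µM primary screen giving 50% or more activity, confirmed by 40% or more on retest at that dose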; note: strong numbers were not always called active; reference of the scale not given here
PLAP act – PLAP enzyme activators, biochemical, luminescence, HTS. activation fold at 20 µM. 96,000 compounds, 1.2% hits. purified PLAP enzyme, luminescent substrate read-out; active compounds read high; in the data active = activation fold above about 2
FAK blocker – FAK kinase inhibitors, primary screen, biochemical. inhibition, %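 (tested at 7 µM)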. biochemical FAK kinase activity assay. AID 727, 2007. 97,000 compounds, 0.84% hits. Focal adhesion kinase 1 (Homo sapiens), Q05397; in the data active = inhibition above about 19%;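 note: 0% = DMSO and 100% = reference compound high control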
Target sequence (Q05397 whole entry, looked up): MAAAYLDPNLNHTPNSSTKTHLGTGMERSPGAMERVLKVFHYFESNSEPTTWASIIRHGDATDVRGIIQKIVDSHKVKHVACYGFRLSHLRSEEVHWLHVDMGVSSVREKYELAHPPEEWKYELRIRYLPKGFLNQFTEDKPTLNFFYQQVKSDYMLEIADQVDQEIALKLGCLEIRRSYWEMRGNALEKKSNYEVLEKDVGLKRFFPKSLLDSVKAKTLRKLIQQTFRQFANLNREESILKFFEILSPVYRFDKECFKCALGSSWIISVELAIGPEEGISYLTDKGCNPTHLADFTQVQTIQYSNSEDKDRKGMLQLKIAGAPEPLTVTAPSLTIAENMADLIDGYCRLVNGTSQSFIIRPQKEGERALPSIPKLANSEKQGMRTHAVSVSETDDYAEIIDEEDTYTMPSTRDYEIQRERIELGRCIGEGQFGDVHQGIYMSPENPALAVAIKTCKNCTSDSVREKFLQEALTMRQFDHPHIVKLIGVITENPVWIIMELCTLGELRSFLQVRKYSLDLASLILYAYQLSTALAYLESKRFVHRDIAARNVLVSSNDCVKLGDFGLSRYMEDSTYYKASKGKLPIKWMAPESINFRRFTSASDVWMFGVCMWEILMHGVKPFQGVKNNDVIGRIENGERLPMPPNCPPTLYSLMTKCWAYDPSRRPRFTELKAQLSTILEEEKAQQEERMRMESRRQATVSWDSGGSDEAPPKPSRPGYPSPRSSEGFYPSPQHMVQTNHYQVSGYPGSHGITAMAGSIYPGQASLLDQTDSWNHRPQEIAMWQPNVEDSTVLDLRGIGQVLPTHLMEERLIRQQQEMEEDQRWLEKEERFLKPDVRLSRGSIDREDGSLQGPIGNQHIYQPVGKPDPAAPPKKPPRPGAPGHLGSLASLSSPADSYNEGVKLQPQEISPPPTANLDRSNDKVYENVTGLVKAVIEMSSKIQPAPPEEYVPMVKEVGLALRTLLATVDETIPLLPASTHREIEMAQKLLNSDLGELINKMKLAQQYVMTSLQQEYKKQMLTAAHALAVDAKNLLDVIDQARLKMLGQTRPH
ERa coact pot – enhancers of ERα–SRC-1 coactivator binding, primary screen, biochemical, TR-FRET, ERα LBD, low estradiol. Estrogen receptor (Homo sapiens), P03372. TR-FRET ERalpha-LBD/SRC-Cy5 coactivator binding, 2 h; 100 = basal binding, no effect. 86,000 compounds, 1.3% hits. coactivator binding (% of control), % at 25.6 µM; in the data active = activity above about 200%;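 note: binding measured in presence of low estradiol as agonist stimulus; 0% = peptide alone without receptor and 100% = receptor with peptide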
ERa SRC1 inh – ERα–SRC-1 coactivator interaction inhibitors, primary screen, biochemical, TR-FRET, ERα LBD, estradiol-bound. inhibition, % at 25.6 µM. Estrogen receptor (Homo sapiens), P03372. TR-FRET ER-alpha LBD / SRC-1 peptide. 86,000 compounds, 1.7% hits; in the data active = inhibition above about 50%;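 note: 0% = receptor plus peptide control and 100% = peptide only without receptor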
ERb SRC1 inh – inhibitors of ERβ-SRC1 coactivator interaction, primary screen, biochemical, TR-FRET, ERβ LBD, SRC-1 peptide; Estrogen receptor beta (Homo sapiens), Q92731; TR-FRET ER-beta LBD / SRC1-Cy5 peptide binding; receptor agonist-loaded with 1 µM estradiol; inhibition, % at 25.6 µM; 86,000 compounds, 1.3% hits; AID 633, 2007;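 active = compounds whose percent inhibition of the receptor-coactivator binding signal exceeds about 50% in the single-dose screen, limit read from the data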;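 note: 0% = receptor plus peptide wells without compound and 100% = peptide-only wells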
E coli WT exp – growth inhibitors of wild-type E. coli, primary screen, strain BW25113, expanded library, OD600. OD600 absorbance. growth inhibition, % at 100 µM. 98,000 compounds, 0.15% hits. AID 710, 2007;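 active = growth inhibition above about 50% at one test dose, limit read from the data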;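 note: growth measured after 20 h incubation at 37 °C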
CD11b adhes inh – inhibitors of CD11b/CD18 adhesion to fibrinogen, primary screen, K562 cells, luminescence; 93,000 compounds, 0.54% hits; inhibition, % at 10 µM; Integrin beta-2 (Homo sapiens) + Integrin alpha-M (Homo sapiens), P05107+P11215; ATPlite luminescence; Mn2+ added to activate the integrin;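 active = primary inhibition of 50% or more at 10 µM, then 40% or more on retest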; note: some results filed as inactive read as strong as hits
MT1-MMP txn act – MT1-MMP promoter reporter activation – cell-based, luciferase luminescence, primary screen. HT1080 MT1-MMP promoter luciferase reporter, overnight; active compounds read high. activation factor at 10 µM. 86,000 compounds, 0.16% hits. AID 750, 2007;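 active = activation factor of at least 2 for MT1-MMP transcription at 10 µM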
An asterisk follows results filed as active; . = no result given; [ ] = another dose, or the depositor's remark.

SMILES	CD11b adhes enh	PLAP act	FAK blocker	ERa coact pot	ERa SRC1 inh	ERb SRC1 inh	E coli WT exp	CD11b adhes inh	MT1-MMP txn act
O=C(CSc1n[nH]c(-c2ccncc2)n1)c1ccccc1	-3	0.9	10	101	-9	-8	9	1	1
CNc1nc(C)c(C(=O)OCC(=O)OC)s1	-1	1	.	84	4[fluorescence artefact?]	8	7	0	1.2
CC(C)(C)NC(=O)c1sccc1C(=O)O	.	.	0	103	-3	-2	-8	.	0.9
CC(C)Oc1cc(O)c2c(=O)c(-c3ccc(O)cc3)coc2c1	5	1.4	.	69	-8	-6	11	16	1
COc1ccc(-c2cc(C(F)(F)F)n3nc(C(=O)N4CCOCC4)c(Cl)c3n2)cc1	-7	1.6	2	93	6	1[fluorescence artefact?]	-3	5	1
COC(=O)c1[nH]c2cccc(OC)c2c1NC(=O)CCN1CC(C)CC(C)C1 (stereo unspecified)	2	1.5	-3	111	-5	-8	4	-17	1.1
COCCCNC(=S)NNC(=O)c1cccnc1	-2	2.7*	0	116	4[fluorescence artefact?]	11	-8	-6	1.2
COc1cccc(NC(=O)Nc2nnc(-c3ccccc3SCc3ccccc3)s2)c1	23	1.1	0	112[fluorescence artefact?]	0	-18	-8	7	1.1
CCc1ccc(NC(=O)c2cc(C(C)C)on2)cc1	6	1.1	-2	112	5	6	2	16	1.1
CCSc1nc(N)c(C#N)c(-c2ccco2)c1C#N	.	.	2	93	0	0[fluorescence artefact?]	.	.	1.1
OCc1ccccc1N=c1ssnc1Cl	-2	1	0	116	-53	-2	4	8	1.2
CCOc1ccccc1NC(=O)Cn1nnc(C(=O)Nc2ccc(C)cc2)c1N	1	0.8	-5	110	6	0	-11	-11	1
CCOC(=O)Cn1c2c(c(-c3ccccc3OC)cc1=O)CCCC2	.	.	-3	85	-3	-6	5	.	1.4
Cc1cccn2c(=O)c3cc(C(=O)NCc4ccco4)c(=N)n(CCc4ccccc4)c3nc12	.	.	.	55[fluorescence artefact?]	93*[fluorescence artefact?]	59*	.	.	1.2
Cc1ccc(S(=O)(=O)N2CCCC(C(=O)NCCC3=CCCCC3)C2)cc1 (stereo unspecified)	-1	0.8	0	99	-5	7	20	4	1.1
CC(C)N1C(=O)CCC1C(=O)N1CCN(c2ccccn2)CC1 (stereo unspecified)	.	.	.	123	-4	-14	.	.	1
O=C(Nc1ccc2nn(-c3ccccc3)nc2c1)c1ccco1	.	.	2	142	15	5	.	.	1.3
C#CCOc1ccc(Cl)cc1/C=N/O	-1	1	2	80[fluorescence artefact?]	16	14	21	3	1.2
CCOc1cc(CNc2ccc3c(c2)OCCO3)cc(Br)c1OCC(N)=O	-1	1.5	4	.	.	.	1	8	.
Cc1cc(C)nc(SCC(=O)NCc2ccco2)n1	-2	1.5	-2	102	-1	1	-3	3	1.3
COc1ccccc1N(CC(=O)Nc1cc(C)on1)S(=O)(=O)c1cccs1	.	.	.	108	6[fluorescence artefact?]	-2[fluorescence artefact?]	.	.	1.2
Cc1cc(N2CCCCC2)nc(SCC(=O)c2ccccc2)n1	-3	0.9	3	106	-4	-7	2	-16	1.3
Cc1ccc(C)n1-c1ccccc1N	.	.	3	100[fluorescence artefact?]	-37	-14	.	.	1.3
C=C(Cl)COc1cc(C)cc2oc(=O)cc(CC)c12	-2	0.9	3	98	-12	6	-8	-13	.

Compound profiles (already shown):
COc1ccccc1N(CC(=O)Nc1cc(C)on1)S(=O)(=O)c1cccs1 is entered as CD11b adhes enh = .; PLAP act = .; FAK blocker = .; ERa coact pot = 108; ERa SRC1 inh = 6[fluorescence artefact?]; ERb SRC1 inh = -2[fluorescence artefact?]; E coli WT exp = .; CD11b adhes inh = .; MT1-MMP txn act = 1.2
Cc1ccc(C)n1-c1ccccc1N is entered as CD11b adhes enh = .; PLAP act = .; FAK blocker = 3; ERa coact pot = 100[fluorescence artefact?]; ERa SRC1 inh = -37; ERb SRC1 inh = -14; E coli WT exp = .; CD11b adhes inh = .; MT1-MMP txn act = 1.3
C#CCOc1ccc(Cl)cc1/C=N/O is entered as CD11b adhes enh = -1; PLAP act = 1; FAK blocker = 2; ERa coact pot = 80[fluorescence artefact?]; ERa SRC1 inh = 16; ERb SRC1 inh = 14; E coli WT exp = 21; CD11b adhes inh = 3; MT1-MMP txn act = 1.2

More results
SMILES	CD11b adhes enh	PLAP act	FAK blocker	ERa coact pot	ERa SRC1 inh	ERb SRC1 inh	E coli WT exp	CD11b adhes inh	MT1-MMP txn act
CC(=O)[C@H]1CC[C@H]2[C@@H]3CCC4=CC(=O)CC[C@]4(C)[C@H]3[C@H](O)C[C@]12C	.	.	.	111	-3	2	.	.	1
O=C(CCC(=O)N1CCc2ccccc21)Nc1ccccc1	1	1.2	-5	126	-25	3	-14	-19	1.2
CCn1c(SCC(=O)c2cc(OC)ccc2OC)nc2c1c(=O)n(C)c(=O)n2C	-1	0.8	.	120	3[fluorescence artefact?]	-3[fluorescence artefact?]	.	-6	1.1
COc1ccc(/C=C/C(=O)c2sc(-c3ccccc3)nc2C)cc1	13	1	-1	.	.	.	-8	-5	.
CCN(CC)C(=O)CSC1=Nc2ccccc2C2=NC(c3ccccc3)C(=O)N12 (stereo unspecified)	-4	1.4	-1	78[fluorescence artefact?]	14	2	-5	-29	1.1
CC1CCN(C(=O)COC(=O)[C@H](C)NS(=O)(=O)/C=C/c2ccccc2)CC1	0	1.4	0	103	1	-2	6	-2	1.2
C[n+]1c2n(c3ccccc31)N=C(c1ccc(Br)cc1)CS2	-1	1	-2	.	.	.	23	-46	.
Clc1ccc(-c2noc(COc3ccccc3)n2)cc1	-4	1	.	124	0[fluorescence artefact?]	-3[fluorescence artefact?]	.	-1	1.2
CCOC(=O)c1cnc(SCC(=O)NCc2cccs2)nc1N	10	0.9	.	103	-3	-2	-3	-4	1.1
Cc1cc(Cl)ccc1NC(=S)NCCC(c1ccccc1)c1ccccc1	-12	1.3	0	.	.	.	-22	89	.
COc1ccccc1NCC(O)Cn1c2ccccc2c2ccccc21 (stereo unspecified)	-4	0.8	0	94	-2	2	-12	41	1.2
Cc1c(C)n(CC(O)CN2CCCCC2)c2ccccc12 (stereo unspecified)	.	1.2	-1	111	2	0	6	.	1.1
N#CC12C(N)=NC3(OCCO3)C1(C#N)C1=C(CCC1)NC2c1ccccc1 (stereo unspecified)	-1	1.9	0	113	-8	0	-4	3	1.2
CC1(C)C=Cc2c(c3ccccc3[nH]c2=O)O1	-3	0.9	16	130	0	-1	-4	19	1.2
CC1(C)C(c2ccccc2)=NC(c2ccccc2)N1O (stereo unspecified)	1	1.1	-2	.	.	.	-3	2	1
COc1ccc2c(c1)c(C(O)CN1CCC3(CC1)OCCO3)c(C)n2C (stereo unspecified)	-4	1.3	3	102	-15	-16	9	0	1.2
CCCCOC(=O)c1cc(-c2ccc(/C=N/n3cnnc3)o2)ccc1Cl	.	.	12	132	56*	42	.	.	1.3
O=C(C1CCN(S(=O)(=O)N2CCC3(CC2)OCCO3)CC1)N1CCN(Cc2ccccc2)CC1	.	1.4	-4	98	-5	-16	3	.	1.1
O=c1c2ccccc2nc2n1CCS2	1	0.8	.	127	-12	-11	3	-11	0.9
CC(=O)NCCSCCNC(C)=O	-1	0.9	.	128[fluorescence artefact?]	-8	-11	.	-6	1.1
CC(=O)C1=C(C)OC(N)=C(C#N)C1c1cc2cc(C)c(C)cc2nc1Cl (stereo unspecified)	2	1.4	5	.	.	.	6	5	.
CCCCC(CC)C(=O)NCCc1ccc(S(N)(=O)=O)cc1 (stereo unspecified)	-2	0.9	-3	112	-5	-4	-4	-2	1.2
O=C(c1cc(-c2cccs2)on1)N1CCCCC1	2	0.9	-6	111	-4	-6	-1	5	0.9
CC(=O)Oc1ccc(NC(=O)C2CCCCC2)c(C(=O)O)c1	0	1.2	-2	95	-14	-16	-5	2	1.2
O=C(Cc1ccccc1)N(c1ccc(F)cc1)C1C=CS(=O)(=O)C1 (stereo unspecified)	-2	0.9	2	121[fluorescence artefact?]	0	-1	-6	-3	1.1
O=C(CCSCCC(=O)NCc1cccs1)NCc1cccs1	-1	1.2	.	104	23	16	1	11	1.2
O=C1CCc2nc3ccccc3c(=O)n2N1	-8	0.9	1	102	11	20[fluorescence artefact?]	1	-30	1.2
Cc1ccc(C(=O)CC2(O)C(=O)N(Cc3ccccc3)c3ccccc32)o1 (stereo unspecified)	3	0.9	0	93	-10	-10	-2	4	1
CCOC(=O)c1cnc(SCC(=O)N2CCN(C(=O)c3ccco3)CC2)nc1N	.	1.1	0	103	-4	-1	4	.	1
CC1(C)CC(=O)CC(C)(C)N1OC(=O)c1ccccn1	1	1	-3	125	-6	-12[fluorescence artefact?]	-2	-22	1.1
CCSc1nc2c(c(=O)[nH]1)C(c1ccccn1)C1=C(CC(C)(C)CC1=O)N2 (stereo unspecified)	.	1.3	-1	111	8[fluorescence artefact?]	8[fluorescence artefact?]	3	.	1.1
CC(=O)c1sc(NC(=O)c2ccc(F)c(F)c2)nc1C	2	0.7	-1	.	.	.	-7	10	.
CC1=Nn2c(nnc2-c2ccccc2F)SC1	-3	1	-4	117	-5	2	-2	-3	1
CCCCSc1nc(N)c(NC(=O)c2ccco2)c(=O)[nH]1	-4	1	-1	104[fluorescence artefact?]	2	1	-7	3	1
Cc1ccc2c(CC(=O)Nc3c(C)n(C)n(-c4ccccc4)c3=O)coc2c1	0	0.9	2	111	3[fluorescence artefact?]	-1[fluorescence artefact?]	-3	-13	1.1
COc1cc(SC)ccc1C(=O)Nc1ccc(S(=O)(=O)N2CCCC2)cc1	6	0.9	.	102	7[fluorescence artefact?]	19[fluorescence artefact?]	-9	15	1.1
Cc1cc(C)c(NN=c2c(=O)c3ccccc3c2=O)c(C)c1	2	0.6	0	.	.	.	-14	10	.
COc1ccc(OC)c(S(N)(=O)=O)c1	2	0.9	0	101	36	-3	0	-10	1.1
O=C(Nc1nnc(-c2ccco2)s1)c1ccccc1	0	1.1	.	101	7	22	-14	5	1.1
C/C(Cl)=C\Cn1c(Nc2ccc(C)cc2)nc2c1c(=O)n(C)c(=O)n2C	0	0.9	7	106	5	1	-10	-15	1
CCOc1ccc(CCNC(=O)c2cccc(N3CCCC3=O)c2)cc1OCC	0	0.9	0	96	-10	1	-4	-5	0.9
COC(=O)c1c(-c2ccc(Br)cc2)csc1NC(=O)Cc1ccc(OC)c(OC)c1	-1	1.7	-2	.	.	.	-8	2	.
O=c1cc2n(c(=O)[nH]1)CCC1=C2CCCC1	-3	0.9	-2	102	-4	5	4	-3	1.1
O=C(NCc1ccccc1Br)c1ccco1	-3	1.2	-1	120[fluorescence artefact?]	7	-1	-3	-1	1.1
Cc1nn(C)cc1C=NCCOCc1ccccc1	.	1	-4	115	-6	-25[fluorescence artefact?]	3	.	1.1
Nc1[nH]nc2nc(N3CCCC3)nc(-c3ccccc3)c12	3	2*	.	111[fluorescence artefact?]	-9	-6	-4	16	1.1
CCOc1ccc(OCC)c(NC(=O)CN2CCN(c3ccc(C)cc3C)CC2)c1	.	.	.	110	0	-1	-23	.	1.1
COCCN(C(=O)CCCC(=O)Nc1ccccn1)C(C(=O)NC1CCCC1)c1ccc(C)cc1 (stereo unspecified)	-2	1.6	5	104	-6	3	5	-2	1.1
CCc1ccc(NC2=NC(C(=O)NC3CCCCC3)CC(=O)N2)cc1 (stereo unspecified)	5	1	-1	92	-6	2	-1	4	1.2
CCCNS(=O)(=O)c1ccc(CCC(=O)Nc2ccc3c(c2)OCO3)cc1	0	0.9	1	108	33[fluorescence artefact?]	33[fluorescence artefact?]	-1	-5	0.9

Not a hit list; 5.1% or so of the library scored in one or more.
